Source: PubChem
mIAP block: blocks mouse intestinal alkaline phosphatase. purified mouse IAP, CDP-Star luminescence, 30 min. inhibition, % at 10 µM. hit rate 0.2% among 330,000. AID 2806;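 active = inhibition of at least 40% at 10 µM in the primary screen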;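 also: plate controls were DMSO with enzyme for no effect and no enzyme wells for full effect; values of inactives mirror those of a sister screen read the other way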
TIM10 inh: inhibits growth of TIM10 yeast strain; hit rate 1.4% among 330,000; AID 463195; inhibition, % at 10 µM; S. cerevisiae TIM10 strain growth, BacTiter-Glo luminescence, 24 h;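 active = inhibition of 40% or more at the single tested concentration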;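 also: wild-type TIM10 isogenic control strain grown at permissive 25 °C; 0% = DMSO yeast wells and 100% = minimal medium wells without yeast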
mIAP activ: mouse IAP activation; activation factor at 10 µM; AID 2805; muIAP, CDP-Star luminescence, 30 min; hits give high values; 1 = vehicle-only enzyme signal, 0 = enzyme-free wells; hit rate 0.24% among 330,000;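 active = activation factor of at least 2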; also: the source names both 10 and 20 µM as test concentration; values of inactives mirror those of a sister screen read the other way
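Assay system: mouse IAP enzyme; Reagent: CDP-Star chemiluminescent phosphatase substrate; Compound: DMSO-dissolved test compounds; Incubation: 30 min, room temperature; Technique: luminescence from enzymatic CDP-Star hydrolysis; Controls: DMSO-only wells and no-enzyme negative control.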
NALP3 yeast inh: inhibitors of NALP3 inflammasome in yeast. Yeast reconstituted NLRP3/ASC/caspase-1, beta-gal luminescence, 24 h. inhibition, % at 10 µM. hit rate 0.39% among 330,000;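 active = inhibition of 50% or more; inactive = inhibition below 50%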;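 also: plate controls were induced DMSO wells for no effect and uninduced yeast grown without galactose for full effect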
hIAP activ: increases human intestinal alkaline phosphatase activity. purified human IAP, CDP-Star luminescence, 30 min; hits give high values; 1 = vehicle-only enzyme, 0 = enzyme-free background. activation factor at 10 µM. AID 2524. hit rate 0.16% among 330,000. P09923;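 active = activation factor of the enzyme at least 2-fold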; also: the source names both 10 and 20 µM as test concentration; values of inactives mirror those of a sister screen read the other way
Target sequence (P09923 whole entry, looked up): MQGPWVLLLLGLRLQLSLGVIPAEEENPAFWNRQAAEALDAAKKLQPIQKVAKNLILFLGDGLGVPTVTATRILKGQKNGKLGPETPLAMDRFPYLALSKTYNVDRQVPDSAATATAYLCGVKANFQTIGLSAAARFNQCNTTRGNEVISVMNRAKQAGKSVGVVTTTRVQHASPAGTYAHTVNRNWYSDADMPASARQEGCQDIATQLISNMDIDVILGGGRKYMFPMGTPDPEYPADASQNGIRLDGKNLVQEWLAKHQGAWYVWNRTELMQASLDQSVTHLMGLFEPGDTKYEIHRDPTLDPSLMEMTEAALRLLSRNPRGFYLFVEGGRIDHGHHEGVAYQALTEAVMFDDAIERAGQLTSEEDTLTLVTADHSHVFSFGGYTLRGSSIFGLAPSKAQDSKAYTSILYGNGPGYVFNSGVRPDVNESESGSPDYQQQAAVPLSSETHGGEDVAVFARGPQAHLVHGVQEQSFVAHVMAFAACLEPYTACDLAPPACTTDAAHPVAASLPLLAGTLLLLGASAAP
ATG4B inhibitor: inhibitors of human ATG4B cysteine protease; Q9Y4P1; ATG4B cleavage of LC3-PLA2, NBD-HPC fluorescence, 1 h; inhibition, % at 8.33 µM; hit rate 0.51% among 340,000; in the data active = inhibition above about 40%
Target sequence (Q9Y4P1 whole entry, looked up): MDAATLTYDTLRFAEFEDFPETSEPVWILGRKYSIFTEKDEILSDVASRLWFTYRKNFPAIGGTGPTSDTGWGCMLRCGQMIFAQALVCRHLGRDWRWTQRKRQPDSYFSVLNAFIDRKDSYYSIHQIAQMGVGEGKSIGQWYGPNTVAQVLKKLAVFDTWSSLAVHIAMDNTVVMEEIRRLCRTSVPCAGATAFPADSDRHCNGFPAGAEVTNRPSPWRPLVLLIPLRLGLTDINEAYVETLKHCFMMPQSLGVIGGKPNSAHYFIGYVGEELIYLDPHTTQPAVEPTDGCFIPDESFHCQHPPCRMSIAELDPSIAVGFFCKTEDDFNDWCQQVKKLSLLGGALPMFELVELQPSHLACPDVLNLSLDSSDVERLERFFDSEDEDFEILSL
tim10-1 inh: growth inhibitors of tim10-1 mutant yeast; S. cerevisiae tim10-1 ts strain growth, BacTiter-Glo, 24 h; inhibition, % at 20 µM; hit rate 2.2% among 330,000;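 active = inhibition of at least 40%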;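 also: mutant grown at 25 °C; 0% = DMSO wells with yeast and 100% = wells holding no yeast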
Apaf1 inhib: inhibitors of human Apaf-1 apoptosome. reconstituted apoptosome caspase-3 activity, DEVD-Rh110 fluorescence. AID 489030. inhibition, % at 20 µM. hit rate 0.71% among 330,000; active = inhibition of at least 40% at 20 µM;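 also: plate controls were DMSO wells for no effect and DEVD-CHO caspase inhibitor wells for full effect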
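System – cell-free apoptosome with Apaf-1, procaspase-3 and caspase-9 · Buffer or medium – pH 7.5 Hepes buffer with CHAPS, BSA, DTT · Also added – cytochrome c with DEVD-Rh110 · Times – 30 min compound preincubation, 50 min activation, room temperature · Technique – Rh110 fluorescence intensity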
hIAP block: human IAP inhibition; P09923; inhibition, % at 10 µM; purified IAP, CDP-Star luminescence, 30 min; hit rate 0.12% among 330,000;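 active = inhibition reaching a set limit with compound at 10 µM in the primary screen, cut at about 35% in these data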;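 also: plate controls were DMSO wells with enzyme for no effect and no-enzyme buffer wells for full effect; values of inactives mirror those of a sister screen read the other way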
Active calls of the source: *; i = inactive; . = no result given.

canonical_smiles	mIAP block	TIM10 inh	mIAP activ	NALP3 yeast inh	hIAP activ	ATG4B inhibitor	tim10-1 inh	Apaf1 inhib	hIAP block
COc1cc(/C=c2/sc3nc(-c4ccccc4)c(-c4ccccc4)n3c2=O)cc(OC)c1OC	10	15	0.9	-12	0.98	3	21	18	2
CCOC(=O)c1cc(-c2csc(Nc3ccccc3Cl)n2)on1	35	-21	0.65	9	0.76	11	6	5	24
Cc1ccc(NC(=O)C(C)SCC(=O)Nc2ccc(F)cc2)cc1S(=O)(=O)N1CCOCC1 (centres undefined)	7	-7	0.93	7	0.98	-3	8	9	2
CC(C)CCN1CCN(Cc2cccc3cccnc23)CC1CCO (centres undefined)	-1	-2	1	8	1	-3	10	-6	-5
CC(=O)c1cccc(NC(=O)c2ccccc2-c2ccccc2C(=O)O)c1	-8	-1	1.1	16	1.1	5	0	-3	-6
COc1ccc(CNC(=S)Nc2ccc(S(N)(=O)=O)cc2)cc1	-23	4	1.2	19	1.1	-2	3	4	-8
CC(=O)N1CCc2cc(S(=O)(=O)NCCC(=O)NC3CCN(Cc4ccccc4)CC3)ccc21	-2	5	1	13	0.75	-4	1	0	25
CCOc1ccc(C(C)=O)cc1N1C(=O)C2C(C1=O)C1C=CC2C12CC2 (centres undefined)	8	21	0.93	8	0.97	4	21	-12	3
CCCNC(=O)CCn1cc(-c2ccc(OC)cc2)nc1CCN	-6	-10	1.1	3	1	6	-5	-4	-4
CCc1ccc(-c2cc(C)no2)cc1S(=O)(=O)NCCN1CCC(C)CC1	-5	6	1.1	8	1.1	8	-3	8	-13
COc1ccc(C2OC(=O)CC2C(=O)N2CCN(c3cc(Cl)ccc3C)CC2)cc1OC (centres undefined)	-10	-9	1.1	7	0.93	-5	0	20	7
COc1ccc(-c2noc(CCC(=O)NCCc3cccc(C)c3)n2)cc1	11	-5	0.89	22	1.1	-1	24	-9	-6
Cc1ccc(NC(=O)c2cccc(S(=O)(=O)N3CCN(c4ccc(F)cc4)CC3)c2)nc1	15	25	0.85	16	0.97	-4	31	16	2
O=C(Cn1nc(C(F)F)cc1C(F)F)NNC(=S)Nc1ccc(Cl)cc1	8	-13	0.92	21	0.71	12	13	4	29
CN(C(=O)CC(NC(=O)c1ccccc1)(c1ccccc1)c1ccccc1)c1ccccc1	8	39	0.92	11	0.99	5	42*	16	1
CC(C)(C)c1cc(CN(CCO)CCO)c(O)c(C(C)(C)C)c1	-1	-14	1	-2	1	5	10	-7	-5
COC(=O)C1=C(C(=O)OC)SC(=C2C(=S)C(C)(C)N(C(=O)CC(C)C)c3ccccc32)S1	22	22	0.78	29	0.91	5	19	11	9
CCOc1ccccc1N(C(=O)c1ccco1)C(C(=O)NC1CCCC1)c1cccnc1 (centres undefined)	3	-5	0.97	2	1.1	-7	8	5	-13
Cc1noc(C)c1S(=O)(=O)Nc1ccc2c(c1)C(=O)N([C@H](C)CO)C[C@H](C)[C@@H](CN(C)C(=O)Nc1ccccc1)O2	-10	1	1.1	18	1.1	.	-2	3	-7
CCSc1nc(N2CCOCC2)c2ccccc2n1	3	-4	0.97	15	0.96	-9	20	2	4
CS(=O)(=O)N(CC(N)=O)Cc1ccc(Cl)cc1	1	-12	0.99	-4	0.94	0	-8	-11	6
CCOc1c(N2CCCCC2)c(=O)c1=O	1	-10	0.99	0	1.1	2	0	-8	-7
CC(C)Cc1nnc(NC(=O)CCC(=O)N2CCN(Cc3ccc(Cl)cc3)CC2)s1	-1	9	1	8	0.9	-3	23	12	10
O=c1cc(O)c2ccccc2n1Cc1ccccc1F	5	14	0.95	-1	1	-4	18	-9	-4
Cc1ccc(S(=O)(=O)Nc2ccccc2-c2nc3ccccc3[nH]c2=O)cc1	-4	8	1	14	0.99	-6	20	-3	1
COc1ccc(C(=O)N2CCN(c3ccc(C)cc3C)CC2)cc1OC	-4	15	1	-8	0.98	1	31	11	2
CCCCn1c(N)c(N(CCOC)C(=O)c2ccc(-c3ccc(Cl)cc3)o2)c(=O)[nH]c1=O	9	15	0.91	6	1	-3	25	10	0
CCOC(=O)C(C)Oc1c(Br)cc(C2NC(=O)NC(C)=C2C(C)=O)cc1OCC (centres undefined)	7	-4	0.93	-14	0.98	-14	9	-7	2
CCOC(=O)N1CCC(NC(=O)c2cccn3c(=O)c4cc(Br)ccc4nc23)CC1	15	14	0.85	8	0.85	7	22	-3	15
Cc1nc2ccccn2c1C(=O)Nc1ccc2c(c1)OCCO2	1	13	0.99	12	1	7	10	2	-3
COc1ccccc1OCCC(=O)Nc1nc(C)cs1	6	6	0.94	10	1.1	-10	3	-1	-7
CCOC(=O)C1CCN(C(=O)c2sc3nc(-c4ccccc4)cn3c2C)CC1	2	57*	0.98	0	0.97	-2	66*	-1	2
Cc1nc2ccc(NC(=O)c3ccc([N+](=O)[O-])cc3)cc2s1	-3	-17	1	20	1.1	-8	-19	9	-6
COc1cc(/C=N/NC(=O)CN2CCCCC2)ccc1OCc1ccccc1	-11	-7	1.1	-17	1.1	4	-3	12	-7
O=C(CN1C(=O)NC2(CCCC2)C1=O)NCC1CCCO1 (centres undefined)	-2	4	1	1	1.2	4	-13	-1	-19
CN(C(=S)NC1CCCCC1)C1(c2ccccc2Cl)CCCCC1=O (centres undefined)	-2	27	1	10	0.91	4	46*	11	9
Cc1ccc(CNC(=O)CCSCCC(=O)NCc2ccc(C)cc2)cc1	-13	2	1.1	17	1.1	-13	8	13	-6
COc1ccc(OC)c(NC(=O)CC2SC(=Nc3ccccc3)N(CCc3ccccn3)C2=O)c1 (centres undefined)	5	13	0.95	-1	0.99	-7	37	21	1
Cc1ccc(C(=O)N2NC(c3ccccc3F)C3C(=O)N(c4cccc(C)c4)C(=O)C32)cc1 (centres undefined)	-6	6	1.1	-4	0.95	-4	28	8	5
C/C=C\C=C/C(=O)Nc1cccc(C2=NOC3(C2)C[C@@H](C(N)=O)N(C(=O)/C=C/CC)C3)c1 (some centres undefined)	-5	11	1.1	10	0.99	-4	5	0	0
O=C(Nc1ccccc1C(=O)NCc1cccnc1)c1cccc([N+](=O)[O-])c1	4	8	0.96	-4	0.94	-5	9	-11	6
O=S(=O)(c1ccccc1)N(C1=NCCS1)S(=O)(=O)c1ccccc1	7	-9	0.93	6	0.88	-8	8	8	12
CCOC(=O)c1nnn(-c2nonc2N)c1-c1ccccc1Cl	-5	22	1.1	8	0.94	-8	17	-3	6
O=C(CSc1nc2[nH]ncc2c(=O)n1-c1ccc(Cl)c(Cl)c1)NCc1ccccc1Cl	-4	9	1	0	1.6	-7	4	28	-58
N#Cc1ccsc1NC(=O)CN1CCN(c2ccccn2)CC1	9	4	0.91	17	0.77	-4	9	1	23
Cc1ccc(NC(=O)CSCC(=O)Nc2ccccc2C(=O)NC2CC2)cc1	-4	-3	1	2	1	-4	8	7	-2
CS(=O)(=O)c1ccc2nc(NC(=O)CCNC(=O)c3ccc(Cl)cc3)sc2c1	6	0	0.94	0	1.1	-2	0	9	-7
CC(C)[C@@H]1N[C@]2(C(=O)Nc3ccccc32)[C@@H]2C(=O)N(c3cccc(C(F)(F)F)c3)C(=O)[C@@H]21	4	9	0.96	-4	1.1	-4	19	0	-8
COc1ccc(/C=C/c2noc(-c3ccccc3OC(C)=O)n2)cc1	4	7	0.96	20	0.91	13	15	14	9
Cc1cc(N2CCCCC2)nc(N)n1	-1	-2	1	-3	1.1	-10	-8	-6	-12
COC(=O)NNC(=O)CCCOc1ccc(Cl)cc1Cl	2	0	0.98	10	1	-9	12	3	-1
O=C(CCS(=O)(=O)c1ccc(Cl)cc1)NC1CCCC1	9	8	0.91	11	0.89	-35	11	-4	11
O=C(c1cccc(F)c1)N1CCN(S(=O)(=O)c2ccc(C(F)(F)F)cc2)CC1	14	16	0.86	12	0.91	11	27	-1	9
O=C1C(Cc2ccccc2)Nc2ncnc(N3CCN(c4ccccc4)CC3)c2N1Cc1ccccc1 (centres undefined)	0	19	0.99	9	0.99	3	16	8	0
COc1ccc(N2CCN(C(=O)CNC(=O)c3ccc(C(C)(C)C)cc3)CC2)cc1	0	14	1	5	0.9	-6	7	9	10
O=C(COC(=O)COc1ccccc1[N+](=O)[O-])NC1CCCCC1	-2	-2	1	-2	0.92	-5	7	-1	8
CC(C)NS(=O)(=O)c1ccc(OCC(=O)N(C)Cc2ccccc2)cc1	4	-2	0.96	5	1.2	-7	13	i	-24
O=C(c1ccccc1)c1ccc(OC(=O)N2CCCC2)cc1	4	11	0.96	13	1	-6	1	11	-2
CCOC(=O)C1(CCCc2ccccc2)CCN(Cc2cnn(C)c2)CC1	-3	-11	1	25	1.1	-2	-12	4	-7
COCCCNC(=O)c1cc2c(-c3cccc(OC)c3)nn(C)c2s1	2	12	0.97	13	0.96	-6	16	1	4

(continued)
canonical_smiles	mIAP block	TIM10 inh	mIAP activ	NALP3 yeast inh	hIAP activ	ATG4B inhibitor	tim10-1 inh	Apaf1 inhib	hIAP block
COc1ccc(NC(=O)C2CCCN(S(=O)(=O)c3cccc4nonc34)C2)cc1OC (centres undefined)	10	12	0.9	4	1.1	-11	-8	-3	-11
COc1ccc(CCN(Cc2cc3cccc(C)c3[nH]c2=O)C(=O)NC2CCCCC2)cc1OC	0	25	1	13	0.94	1	19	9	6
Cc1csc2ncnc(N3CCN(C(=O)Nc4ccc(OC(F)(F)F)cc4)CC3)c12	-48	19	1.5	33	0.88	6	12	13	12
O=C(O)C1CCCN(S(=O)(=O)c2ccc3c(c2)OCCO3)C1 (centres undefined)	4	7	0.96	26	0.96	2	11	0	4
COc1cc(-c2cc(C(=O)N3CCCCCC3)c3ccccc3n2)cc(OC)c1OC	-1	8	1	9	1.1	-8	21	7	-8
COc1ccc(N2CCN(C(=O)c3ccc(C)c(NC(=O)c4ccco4)c3)CC2)cc1	-5	0	1.1	-5	1.1	-4	4	5	-13
CC(=O)N1c2ccc(S(=O)(=O)NCC3CCC(C(=O)NC4CCCCC4C)CC3)cc2CC1C (centres undefined)	5	11	0.95	24	1.3	-2	21	-12	-33
CCCn1c(N)c(N(C)C)c(=O)n(CC(=O)Nc2ccc(OC(F)(F)F)cc2)c1=O	0	-11	1	9	1	-1	4	2	0
Clc1ccc(Cn2c(-c3cccnc3Cl)nc3ccccc32)cc1	6	7	0.94	15	1	8	43*	9	-2
CCOC(=O)CNC(=O)CSc1nnc(NC(=O)c2ccc3c(c2)OCO3)s1	-4	2	1	5	0.91	-2	5	-6	9
COCCN1CCN(Cc2cn(C)nc2-c2cccc(Cl)c2)CC1	-4	-14	1	5	1.2	-11	4	3	-23
CSc1ccc(Cc2ccc(Cl)cc2Cl)nn1	-7	-27	1.1	14	1.2	-2	39	-5	-16
CCCCN(C(=O)c1ccc(S(=O)(=O)N2CCOCC2)cc1)C1CCS(=O)(=O)C1 (centres undefined)	6	-1	0.94	11	0.88	-6	-16	0	12

Full records as entered above. Order of screens: mIAP block | TIM10 inh | mIAP activ | NALP3 yeast inh | hIAP activ | ATG4B inhibitor | tim10-1 inh | Apaf1 inhib | hIAP block
Results for COCCN1CCN(Cc2cn(C)nc2-c2cccc(Cl)c2)CC1 = -4 | -14 | 1 | 5 | 1.2 | -11 | 4 | 3 | -23
Results for Clc1ccc(Cn2c(-c3cccnc3Cl)nc3ccccc32)cc1 = 6 | 7 | 0.94 | 15 | 1 | 8 | 43* | 9 | -2
